BRCA1 expr up: qHTS Assay to Identify Small Molecule Activators of BRCA1 Expression | MCF7-BRCA1-FFLuc reporter, luminescence, 48 h; response scale: scaled: vehicle 0%, 10 µM genistein 100% | Potency, µM (doses to about 46.1 µM), for the others: at the highest dose activation, usual class: activators | hit rate 1.1% among 380,000 | AID 624202, 2012; further: nearly all actives have a fitted effect of over 80% in size; some results filed as inactive show a strong effect at the top dose
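Luminescence from a BRCA1-driven firefly luciferase in MCF7 cells was read after 48 h compound exposure at 37 C. Data normalized against DMSO and a 10microM genistein activation control, then curve-fitted across the titration.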
FLuc modulator: qHTS profiling assay for firefly luciferase inhibitor/activator using purifed enzyme and Km concentrations of substrates (counterscreen for miR-21 project); hit rate 6.9% among 360,000; purified FLuc, Km substrates, luminescence inhibition; Luciferin 4-monooxygenase (Photinus pyralis), P08659; Potency, µM (doses to about 57.5 µM), inactives show at the top dose activity change, negative = inhibition, hits mostly inhibitors;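 further: plate controls were vehicle for no effect and reference inhibitor for full effect; nearly all actives have a fitted effect of over 55% in size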
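Biochemical qHTS of compounds, final roughly 60 µM downward over six points, against 10 nM purified firefly luciferase using Km concentrations of substrates (10 uM D-luciferin, 10 uM ATP) in Tris acetate pH 7.5 buffer; luminescence output.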
RORg inh: qHTS for inhibitors of ROR gamma transcriptional activity | Nuclear receptor ROR-gamma (Mus musculus), P51450 | Drosophila S2 Gal4-RORgamma UAS-luciferase reporter, 20 h | Potency, µM (top dose mostly 53.6 µM), inactives show at the highest dose activity change, negative = inhibition, actives largely listed as inhibitors | hit rate 5.4% among 310,000 | AID 2551, 2010; further: on the % scale 0 is the no-effect control and ±100 the full control effect; nearly all actives have a fitted effect of over 60% in size
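A Gal4/UAS one-hybrid system in insect cells: metallothionein-promoter Gal4–ROR gamma fusion plus Photinus luciferase reporter. Copper sulfate 700 uM final, 20 hr ambient incubation, luminescent detection after 10 min with reagent.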
MLL CXXC-DNA inh: qHTS Fluorescence Polarization Assay for Inhibitors of MLL CXXC domain - DNA interaction | Histone-lysine N-methyltransferase 2A (Homo sapiens), Q03164 | MLL-CXXC / FITC-HOXA9 DNA fluorescence polarization | Potency, µM (titrated, usually from 115 µM), inactives show at the highest dose activity change, negative = inhibition, usual class: inhibitors | hit rate 0.037% among 290,000 | AID 2662, 2010; active means well fitted inhibition curve with a large enough effect in the polarisation, with a control signal flat, not every such curve was filed as active; inconclusive means small, poorly fitted or top-dose-only effect, or effect the other way, or a change in a side signal; inactive means no such curve, though single readings can be large or run the other way; the % refers to the polarisation
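Purified MLL-CXXC (added from a 7 uM solution) was preincubated 5 min at ambient with pinned compounds in 50 mM Tris-HCl pH 7.5, 50 mM NaCl, 1 mM DTT, 0.05% BSA. Fluorescein-labeled HOX-A9 DNA (50 nM solution) followed, 30 min, then polarization read.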
ELG1 genotoxic: qHTS screen for small molecules that induce genotoxicity in human embryonic kidney (HEK293T) cells expressing luciferase-tagged ELG1 | HEK293T ELG1-luciferase reporter, luminescence, 16 h | Potency, µM (titrated, usually from 46 µM), for inactives: at the highest dose activity change, positive = activation, usual class: activators | hit rate 1.3% among 330,000 | AID 504466, 2011; further: % of control where 0% means no effect; nearly all actives have a fitted effect of over 60% in size
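Genotoxicity was scored as increased ELG1-luciferase reporter signal, measured by ONE-Glo luminescence (30 min, room temperature). Compound or vehicle exposure of the HEK293T reporter cells lasted 16 hr at 37°C.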
Gal4-VP16 FLuc: VP16 counterscreen qHTS for inhibitors of ROR gamma transcriptional activity | hit rate 3.5% among 310,000 | Potency, µM (top dose mostly 53.6 µM), for inactives: top-dose activity, negative = inhibition, actives largely listed as inhibitors | Drosophila S2 Gal4-VP16 UAS-luciferase, luminescence, 20 h;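 further: Gal4-VP16 expression switched on by copper sulfate through the metallothionein promoter; on the % scale 0 is the no-effect control and ±100 the full control effect; nearly all actives have a fitted effect of over 50% in size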
Rab9 prom act: qHTS Assay for Rab9 Promoter Activators | Huh7 Rab9 promoter-luciferase reporter, luminescence, 24 h | AID 485297, 2010 | Potency, µM (top dose mostly 9.22 µM), for inactives: at the top dose activation, negative = inhibition, hits mostly activators | hit rate 2.8% among 320,000; further: % of control where 0% means no effect; nearly all actives have a fitted effect of over 60% in size
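Measured in stably transfected Huh7 cells bearing a Rab9 promoter–luciferase construct: 24 h compound treatment at 37 °C, followed by luminescence detection.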
MBNL1 CUG block: qHTS Assay for Inhibitors of MBNL1-poly(CUG) RNA binding. Muscleblind-like protein 1 (Homo sapiens), Q9NR56. Potency, µM (top dose mostly 57.5 µM), without a hit: top-dose activity change, negative = inhibition, usual class: inhibitors. hit rate 0.036% among 280,000. TR-FRET MBNL1-His/biotin-(CUG)12 binding, 665/545 ratio; active means well fitted inhibition curve with a large enough effect in the signal ratio, with a control signal flat, not every such curve was filed as active; inconclusive means small, poorly fitted or top-dose-only effect, or effect the other way, or a change in a side signal; inactive means no such curve, though single readings can be large or run the other way; the % refers to the signal ratio; further: on the % scale 0 is the no-effect control and ±100 the full control effect
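Compound titration spanned 92 nM–58 uM against the MBNL1-His/biotin-(CUG)12 complex. After 60 min at room temperature with 5 nM streptavidin-XL665 and 0.055 ng/ul terbium anti-His, ratiometric 665/545 nm emission (Ex 340 nm) normalized to controls.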
uPA surface inh: qHTS for Inhibitors of Cell Surface uPA Generation | cell surface uPA generation assay, qHTS | Potency, µM (titrated, usually from 38.3 µM), without a hit: at the highest dose activity change, negative = inhibition, hits mostly inhibitors | hit rate 0.31% among 330,000 | AID 540303, 2011; active means well fitted inhibition curve with a large enough effect; inconclusive means small, poorly fitted or top-dose-only effect; inactive means no such curve, though single readings can be large or run the other way; tested in mouse RAW 264.7 cells; further: on the % scale 0 is the no-effect control and ±100 the full control effect; nearly all actives have a fitted effect of over 55% in size
NPC1 promoter act: qHTS Assay for NPC1 Promoter Activators | hit rate 2.4% among 320,000 | Huh7 NPC1 promoter luciferase reporter, 24 h | Potency, µM (highest dose often 9.22 µM), inactives show top-dose activation, most hits filed as activators;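 further: % of control where 0% means no effect; nearly all actives have a fitted effect of over 60% in size; reporter is driven by a mutant NPC1 promoter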
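Luminescence from an NPC1 promoter-driven luciferase reporter in stably transfected Huh7 cells was measured after 24 h compound treatment at 37 °C, followed by 10 min ambient incubation with luciferase detection reagent.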
p53 reactivator: qHTS assay for re-activators of p53 using a Luc reporter | H1299 p53-A138V BP100-luciferase reporter, luminescence, 24 h | Potency, µM (doses to about 92.2 µM), without a hit: at the top dose activity change, positive = activation, actives largely listed as activators | hit rate 0.063% among 320,000; further: % of control where 0% means no effect; nearly all actives have a fitted effect of over 45% in size
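H1299 (p53-null), stable ts p53-A138V + BP100-Luc; 1000 cells/well, Opti-MEM/10% FBS; cpd 4 pt, 1:5; 24 h, 37 deg C, 5% CO2; detection reagent 10 min RT; luminescence.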
Numbers without * were called inactive; ? = inconclusive; . = no result given; & = joins results of further samples; [ ] = remark or other dose. Unless noted, the call rests on the fitted dose curve; in most records, active means well fitted curve in the direction sought with a large enough effect; inconclusive means small, poorly fitted or top-dose-only effect, or another doubt; inactive means no such curve, though single readings can be large; an effect the other way counts as inactive or inconclusive. Potency means the concentration at half of the fitted maximal effect. This is a subset; rates above refer to the full screens.

SMILES	BRCA1 expr up	FLuc modulator	RORg inh	MLL CXXC-DNA inh	ELG1 genotoxic	Gal4-VP16 FLuc	Rab9 prom act	MBNL1 CUG block	uPA surface inh	NPC1 promoter act	p53 reactivator
Cc1ccc2[nH]c3c(NCc4ccccc4)ncnc3c2c1	9%	24µM*	?	16%	-1%	?	2%	0%	-28%	11%	0%
C/C(=N\NC(=O)c1cccs1)C(C)(C)C	52%	?	13µM*	12%	15%	?	-2%	.	0%	-1%	?
O=C(NCC(=O)N(c1ccccc1)C(C(=O)NC1CCCCC1)c1cccnc1)c1ccco1 (configuration not stated)	-8%	1%	3%	38%[activator]	-11%	5%	-2%	4%	2%	1%	-2%
CC1CCCC(C)N1CCNC(=O)CCc1nnc2n(Cc3ccccc3)c(=O)c3ccccc3n12 (configuration not stated)	8%	-2%	0%	.	0%	-1%	-2%	0%	-3%	-1%	12%
COC(=O)c1cccc(C23CC4(C2)[C@H](CN(Cc2ccc(-c5ccccc5)cc2)[C@@H]4c2ccccc2)C3c2ccc(C(F)(F)F)cc2)c1 (some centres not stated)	-25%	0%	2%&-1%	13%	-5%	2%&1%	-2%	-2%	-1%	-3%	10%
Fc1cccc(Cc2noc(CN3CCN(C4CCc5ccccc5C4)CC3)n2)c1 (configuration not stated)	-35%	-1%	21%	0%	-4%	-5%	-4%	-10%	-1%	-3%	-1%
O=C(O)c1ccccc1SCC(=O)N1CCOCC1	0%	5%	-11%	-6%	-1%	-10%	-4%	0%	6%	0%	-4%
COc1ccc2c(c1OC)C(=O)N(c1ccc(O)cc1)C2=O	23%	?	-18%	-10%	15%	4%	1%	?	-12%	-2%	4%
COc1cc(N)c(Cl)cc1Cl	0%	-9%	20%	-1%	0%	-3%	-1%	.	2%	-31%[inhibitor]	-1%
COc1cccc(NC(=O)CCC2CCN(Cc3nccs3)CC2)c1	-20%	-2%	13%	5%	-2%	-8%	9%	-12%	1%	-4%	-9%
COc1cccc(NC(=O)CSc2nnc(Cc3cccs3)n2-c2ccc(C)cc2)c1	-32%	0%	-27%	5%	-3%	-10%	6%	-2%	.	0%	8%
O=C(O)CNC(=O)c1ccc(NS(=O)(=O)c2ccc3ccccc3c2)cc1	-2%	-7%	-4%	-6%	0%	3%	-1%	6%	2%	-3%	3%
Cc1cc(NS(=O)(=O)c2ccc(NS(=O)(=O)c3ccc(CC(C)C)cc3)cc2)nc(C)n1	-2%	?	20%	10%	0%	-20%	3%	-5%	-1%	-2%	10%
CCc1ccc(/C=C\C(=O)N2CCc3ccccc3C2)cc1	?	7.6µM*	10µM*	-4%	?	?	2%	0%	0%	3%	12%
CC1=NNC(=O)C1CCC(=O)N/N=C(\C)c1ccc(Cl)cc1 (configuration not stated)	-6%	1%	0%	2%	0%	-5%	-7%	1%	5%	2%	-5%
COC(=O)NNC(=O)c1cccc(C)c1	35%	0%	-3%	-1%	3%	5%	4%	-4%	0%	-3%	-9%
Cc1nc2ncccn2c1-c1csc(Nc2ccc(S(N)(=O)=O)cc2)n1	-23%	0%	10%	26%	4%	-5%	1%	?	36%[activator]	-6%	?
Cc1ccc(NC(=O)CN(C)S(=O)(=O)c2cccc3cccnc23)c(C)c1	0%	2%&2%	?	-7%	-5%	-2%	-2%	-3%	4%	1%	-3%
COCCCNS(=O)(=O)c1ccc2c3c(cccc13)C(=O)S2	-1%	-5%	?	1%	-5%	-2%	0%	?	-9%	0%	-6%
CC(=O)c1ccc(-n2nnnc2SCC(=O)Nc2cccc(NC(=O)c3ccco3)c2)cc1	-16%	2%	?	30%[activator]	0%	-16%	-3%	-2%	-4%	0%	-6%
Cc1ccccc1S(=O)(=O)Cc1ccc(C(=O)NC2CCCCCC2)o1	0%	-4%	18%	1%	-13%	-2%	3%	-9%	-3%	0%	4%
Cc1ccc(S(=O)(=O)NCC(=O)N(CC(=O)NCC2CCCO2)CC2CCCO2)cc1 (configuration not stated)	1%	-12%	-18%	-6%	3%	-6%	4%	-2%	2%	-1%	14%
CN(Cc1nc2ccccc2c(=O)[nH]1)C(=O)c1ccc(S(=O)(=O)N(C)C)cc1	0%	10%	-5%	-2%	-5%	1%	-7%	-12%	.	-1%	-2%
O=C(CCNS(=O)(=O)c1ccccc1)N1CCCC1	1%	-2%	4%	12%	15%	-4%	2%	1%	0%	-5%	7%
Cc1[nH]c2ccccc2c1/C=N/NC(=O)c1cc(-c2ccncc2)nc2ccccc12	-51%	?	-1%	5%	-5%	-1%	-6%	15%	?	-25%	-5%
Cc1ccccc1-c1nc(CN(C)C(C)c2ccon2)c(C)o1 (configuration not stated)	0%	1%	-28%	-10%	1%	-13%	1%	12%	-2%	-11%	-1%
COc1cc(CNC(C)(C)C)ccc1OCC(=O)NC(C)(C)C	17%	0%	-14%	1%	-1%	-13%	3%	0%	-2%	-1%	3%
Cc1ccccc1-c1nnn(Cc2ccc(F)cc2Cl)n1	72%	17µM*	2%	0%	9%	24%	-1%[1.84 µM]	-20%	2%	16%	?
CN(C)c1c(F)cc(-c2nn[nH]n2)cc1F	?	15µM*	-20%	-4%	15%	-6%	4%	-4%	-25%	1%	6%
Cc1ccc(-n2nc3c(c2NC(=O)c2cccs2)CS(=O)(=O)C3)cc1	-2%	-1%	-2%	29%	-1%	-7%	-1%	1%	-3%	2%	-8%
O=C(CN1CCN(c2ccccn2)CC1)N1c2ccccc2CCc2ccccc21	-6%	3%	-3%	6%	-7%	-11%	-4%	?	-1%	-3%	-7%
COc1ccc(C[C@H]2CN3C(=NC[C@@H]3C(C)C)N2CCNC(=O)CCC2CCCCC2)cc1	-54%	0%	-5%	-4%	-10%	-8%	5%	1%	?	2%	5%
CCCc1cc(=O)oc2cc(OC3CCCCC3=O)ccc12 (configuration not stated)	12%	-17%	-1%	10%	4%	3%	3%	4%	6%	-4%	3%
Cc1ccc(C(=O)CSc2nnc(C(C)C)n2C)cc1C	?	1%	17%	-4%	0%	?	0%	-4%	1%	-1%	-3%
COC(=O)c1sc2ccccc2c1NC(=O)c1ccc(S(=O)(=O)N2CCCCC2)cc1	2%	4%	9%	10%	-4%	-2%	-2%	5%	-6%	-2%	-5%
CCCCNC(=S)Nc1ccc(-c2nc3ccc(C)cc3s2)cc1	?	1.7µM*	3.2µM*	-10%	4.6µM*	?	2.8µM*	10%	-5%	3.5µM*	?
c1ccn2c(Cc3nnc4ccccn34)nnc2c1	0%	4%	-16%	9%	-5%	8%	1%	0%	5%	3%	-24%
O=C(Oc1ccc(N(C(=O)c2ccncc2)S(=O)(=O)c2ccc(Cl)cc2)cc1)c1ccncc1	-17%	-3%	?	1%	-5%	-1%	7%	-3%	?	-5%	-1%
Cc1ccc(-c2csc(NC(=O)CSc3ncn(-c4ccccc4)n3)n2)cc1	37%	3%	34%	24%	2%	8%	-3%	4%	3%	9%	?
COc1ccccc1NCC(=O)c1ccc(Cl)cc1	12%	17µM*	-9%	2%	0%	7%	10%	-4%	2%	1%	3%
O=C(CN1CCN(C(=O)C2CCCO2)CC1)Nc1ccc(Br)cc1 (configuration not stated)	2%	0%	2%	-8%	0%	-5%	2%	-11%	0%	0%	-4%
COc1cccc(NC(=O)COC(=O)/C=C/c2c(C)nn(-c3ccccc3)c2C)c1	-2%	-17%	.	.	0%	.	-4%	.	19%	-4%	-6%
COC(=O)c1cc(CSc2nnc(NC3CCCCC3)s2)oc1C	-63%	1%	?	1%	3%	?	-4%	-7%	2%	-3%	-5%
COc1ccc(NC(=O)Cn2nnc(C(=O)NCc3ccccc3)c2N)c(OC)c1	-27%	1%	-24%	3%	9%	?	-1%	2%	?	-14%	2%
